Screening data: PubChem, Emory University Molecular Libraries Screening Center
14-3-3g Raf: modulators of 14-3-3 gamma protein binding, primary screen, biochemical, fluorescence polarization; 14-3-3 protein gamma (Homo sapiens), P61981; FP, 14-3-3gamma / TMR-pS259-Raf peptide binding; inhibition, % at 40 µM; actives 0.19% (n = 160,000); AID 422, 2006; in the data active = inhibition above about 30%;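 also: 0% = protein plus tracer without compound and 100% = blank with tracer alone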
Target sequence (P61981 whole entry, looked up): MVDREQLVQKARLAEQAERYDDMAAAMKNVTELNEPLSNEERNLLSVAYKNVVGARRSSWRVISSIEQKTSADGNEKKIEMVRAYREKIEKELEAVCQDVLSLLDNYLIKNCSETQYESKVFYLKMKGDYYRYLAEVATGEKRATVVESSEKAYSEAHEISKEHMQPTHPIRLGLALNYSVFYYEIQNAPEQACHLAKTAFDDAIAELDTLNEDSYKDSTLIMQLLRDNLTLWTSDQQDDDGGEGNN
* hit, by the source's call; & = joins results of further samples. Only part of the results is shown; rates above refer to the full screens.

The first 5 entries, to show the layout:
How did CCN(CC)S(=O)(=O)c1ccc(-c2csc(Nc3ccc(Br)cc3)n2)cc1 do in these assays?
14-3-3g Raf: -4.7

What do the screens show for `Cc1nc(N2CCN(C)CC2)c2c(C)c(C(=O)O)sc2n1`?
14-3-3g Raf: 7.6

Results for CC(C)OCC(O)Cn1c(NCc2ccco2)nc2c1c(=O)[nH]c(=O)n2C (centres undefined) ?
14-3-3g Raf: -7.8

Results for O=C(Cn1ccc2ccccc2c1=O)NCC(=O)N1CCN(c2ccc(F)cc2)CC1 ?
14-3-3g Raf: -6.2

What do the screens show for `CC(CCc1ccccc1)NC(=O)CN1CCN(Cc2ccc(F)cc2)C1=O` (centres undefined)?
14-3-3g Raf: -6.3

Main list (from the top)
How did CCN(CC)S(=O)(=O)c1ccc(-c2csc(Nc3ccc(Br)cc3)n2)cc1 do in these assays?
14-3-3g Raf: -4.7

What do the screens show for `Cc1nc(N2CCN(C)CC2)c2c(C)c(C(=O)O)sc2n1`?
14-3-3g Raf: 7.6

Results for CC(C)OCC(O)Cn1c(NCc2ccco2)nc2c1c(=O)[nH]c(=O)n2C (centres undefined) ?
14-3-3g Raf: -7.8

Results for O=C(Cn1ccc2ccccc2c1=O)NCC(=O)N1CCN(c2ccc(F)cc2)CC1 ?
14-3-3g Raf: -6.2

What do the screens show for `CC(CCc1ccccc1)NC(=O)CN1CCN(Cc2ccc(F)cc2)C1=O` (centres undefined)?
14-3-3g Raf: -6.3

How did Cc1nc2nc(COc3ccccc3)[nH]n2c(=O)c1Cl do in these assays?
14-3-3g Raf: -4.9

Results for Cc1ccc(-c2nnc(Nc3ccc(S(=O)(=O)Nc4nccs4)cc3)c3ccccc23)cc1 ?
14-3-3g Raf: -20.2

Results for COc1ccc(OC)c(NC(=O)C2=C(C)NC(=O)NC2c2ccc(N(C)C)cc2)c1 (centres undefined) ?
14-3-3g Raf: -23.8

What do the screens show for `CCOC(=O)C1=C(C)NC2=C(C(=O)C(C(=O)OC)C(C)C2)C1c1ccccc1` (centres undefined)?
14-3-3g Raf: 6.7

What do the screens show for `O=c1[nH]c(N2CCCCC2)nc2c1CCCC2`?
14-3-3g Raf: -5.7

How did CCCN(C(=O)CCc1nc(-c2ccc(C)cc2)no1)c1ccc(CC)cc1 do in these assays?
14-3-3g Raf: 7.7

Results for COCCCNC(=O)Cn1cnc2sc(C)cc2c1=O ?
14-3-3g Raf: -10.4

Results for COc1ccc(C(=O)Nc2ccc(Cl)c(-c3nc4ccccc4[nH]3)c2)cc1Cl ?
14-3-3g Raf: -7.3

What do the screens show for `O=C1c2ccccc2C(=O)N1COC(=O)C12CC3CC(CC(C3)C1)C2`?
14-3-3g Raf: -2.5

What do the screens show for `O=C(OC1CCCCC1)c1ccc(NC(=O)c2ccco2)cc1`?
14-3-3g Raf: -6.0

Results for Cc1ccc2c(CN3CCN(S(=O)(=O)c4ccc5c(c4)OCCO5)CC3)cc(=O)oc2c1C ?
14-3-3g Raf: -1.5

How did CN(C(=O)c1ccno1)c1nnc(-c2cnccn2)s1 do in these assays?
14-3-3g Raf: -7.3

Results for O=C(CCCc1ccccc1)NCc1cccnc1 ?
14-3-3g Raf: -9.7

What do the screens show for `CCC(C)NC(=O)c1cc2cc3cc(OC)ccc3nc2o1` (centres undefined)?
14-3-3g Raf: 8.0

How did O=C1CSC(c2cccc([N+](=O)[O-])c2)N1c1ccccc1F (centres undefined) do in these assays?
14-3-3g Raf: 0.8

What do the screens show for `Cc1cc(C(=O)Nc2sc3c(c2C#N)CCCC3)no1`?
14-3-3g Raf: -4.3&-2.5

How did Cc1cc(=O)oc(C)c1C(=O)Nc1ccc2nsnc2c1 do in these assays?
14-3-3g Raf: 0.2

Results for COc1ccc(C(c2nnnn2CC2CCCO2)N2CCN(c3ccccc3)CC2)cc1 (centres undefined) ?
14-3-3g Raf: -4.4

What do the screens show for `CC(C)(C)NC(=O)C(c1ccco1)N(C(=O)Cn1nnc(-c2ccc(F)cc2)n1)c1cccc(F)c1` (centres undefined)?
14-3-3g Raf: 1.0

How did O=C(O)CCN1C(=O)C(=O)/C(=C(/O)c2ccc(Cl)cc2)C1c1cccc([N+](=O)[O-])c1 (centres undefined) do in these assays?
14-3-3g Raf: -7.2

Results for CCn1c(SCC(=O)NCCOC)nc2sc(C)c(C)c2c1=O ?
14-3-3g Raf: -13.8

What do the screens show for `O=C(NCCc1ccccc1)c1cc(-c2ccc3c(c2)OCO3)on1`?
14-3-3g Raf: 4.8&-3.5

How did CCOc1ccccc1C1C(C(=O)OC2CCCCCC2)=C(C)NC2=C1C(=O)C(C(=O)OC)C(C)C2 (centres undefined) do in these assays?
14-3-3g Raf: -2.0

Results for Cc1ccc(-c2cc(C(F)(F)F)n3ncc(C(=O)Nc4cc(Cl)ccc4O)c3n2)cc1 ?
14-3-3g Raf: -3.1

What do the screens show for `COC(=O)c1c(NS(=O)(=O)c2ccc(OC)c(OC)c2)sc2c1CCCC2`?
14-3-3g Raf: 0.1

What do the screens show for `CCOC(=O)c1cnc2ccc(OCC)cc2c1N1CCN(C)CC1`?
14-3-3g Raf: -9.9

How did CC(C)CN(CC(C)C)S(=O)(=O)N1CCC(C(=O)N2CCCCC2)CC1 do in these assays?
14-3-3g Raf: -0.9

What do the screens show for `Cc1cccc2cc3c(NC(=O)c4ccccn4)nn(C)c3nc12`?
14-3-3g Raf: -68.4

How did COc1ccc(C)cc1NC(=O)C1CCN(C(=O)c2ccccc2C)CC1 do in these assays?
14-3-3g Raf: -2.0

How did COc1nc(Oc2ccc(C(=O)OCC(N)=O)cc2)nc(N(C)C)n1 do in these assays?
14-3-3g Raf: -0.4&-1.1

What do the screens show for `O=C1CN(C(=O)C2CCCCC2)C(c2ccc(F)cc2)c2cc(Cl)ccc2N1` (centres undefined)?
14-3-3g Raf: -11.3

How did COc1ccccc1Cn1c(=O)[nH]c2ncccc2c1=O do in these assays?
14-3-3g Raf: 0.6

How did CCOC(=O)C1=C(C)N(c2ccc(OC)cc2)C(C)=C(C(=O)OCC)C1c1ccccc1 do in these assays?
14-3-3g Raf: 3.7

Results for COC(=O)c1cc(-c2cccc(OC)c2)n[nH]1 ?
14-3-3g Raf: 1.3

How did O=C(c1ccco1)N1CCN=C1SCc1cccc(F)c1 do in these assays?
14-3-3g Raf: -4.8

Results for CCCSc1nnc2c(n1)OC(C)N(C(C)=O)c1ccccc1-2 (centres undefined) ?
14-3-3g Raf: 2.5

How did COc1ccc(-n2nc3cc(C)c(N)cc3n2)cc1 do in these assays?
14-3-3g Raf: -6.2

What do the screens show for `O=c1c2ccc(-c3ncc(-c4ccccc4)o3)c3cccc(c32)c2nc3cccc4cccc(c43)n12`?
14-3-3g Raf: -3.1

Results for CCOc1ccc2nc(C(=O)N3CCC(Cc4ccccc4)CC3)sc2c1 ?
14-3-3g Raf: -12.1

What do the screens show for `O=C(O)Cn1c(-c2ccccc2)nc2ccccc21`?
14-3-3g Raf: -2.3

What do the screens show for `CCOC(=O)c1cc2c(=O)n3ccccc3nc2n(C(C)C)c1=NC(=O)c1ccccc1C`?
14-3-3g Raf: -33.5

How did COc1ccccc1-n1c(C)nc2cc(C(=O)NCc3ccccc3Cl)ccc21 do in these assays?
14-3-3g Raf: -217.7

What do the screens show for `COC1(OC)N=C(N)C2(C#N)C(c3ccc4c(c3)OCO4)C12C#N` (centres undefined)?
14-3-3g Raf: -5.5

Results for Cc1ccc2nc(SCc3nnc(-c4cccs4)o3)[nH]c2c1 ?
14-3-3g Raf: 4.8

Results for CC(C)Cn1cc(C(=O)N2CCN(Cc3ccc4c(c3)OCO4)CC2)c2c3ccccc3n(C)c2c1=O ?
14-3-3g Raf: -0.3

What do the screens show for `CCN1C(=O)c2cccc3c(NC(=O)C4CCCCC4)ccc1c23`?
14-3-3g Raf: -1.1

Results for COc1cc(C2C(C(=O)OC(C)C)=C(C)NC3=C2C(=O)CC(c2ccccc2)C3)ccc1O (centres undefined) ?
14-3-3g Raf: -2.2

What do the screens show for `CC1CN(S(=O)(=O)c2cccc3nsnc23)CC(C)O1` (centres undefined)?
14-3-3g Raf: 1.5

What do the screens show for `CCN(CC)c1ccc2cc(C(=O)Nc3cccc(C)c3)c(=N)oc2c1`?
14-3-3g Raf: -14.7

How did CCCCOc1ccc(NC(=O)c2cnc(C)cn2)cc1 do in these assays?
14-3-3g Raf: 1.6

Results for CCCn1c(=O)c2ccccc2n2c(SCC(=O)Nc3cc(C)on3)nnc12 ?
14-3-3g Raf: -8.3

How did O=C(CSc1nc2ccccc2c(=O)n1C1CCCC1)NCCC1=CCCCC1 do in these assays?
14-3-3g Raf: -5.0

How did Cc1ccc(C)c(OCC(=O)Nc2nccs2)c1 do in these assays?
14-3-3g Raf: -6.7

Results for N#Cc1c(N)c(C(N)=S)n2c1CCC2 ?
14-3-3g Raf: 9.4

What do the screens show for `COc1ccc(-c2oc3ncn4nc(-c5ccc(OC)c(OC)c5)nc4c3c2-c2ccc(OC)cc2)cc1`?
14-3-3g Raf: -3.8

What do the screens show for `CC1(C)CC(=O)C2=C(C1)Nc1ccccc1NC2c1ccccc1OCc1ccccc1` (centres undefined)?
14-3-3g Raf: 0.8

Results for CC(=O)N1CCc2cc(S(=O)(=O)NC(C(=O)Nc3ccc(Cl)cc3)C(C)C)ccc21 (centres undefined) ?
14-3-3g Raf: -14.1

What do the screens show for `CN(C)S(=O)(=O)c1ccccc1C#N`?
14-3-3g Raf: -7.2

What do the screens show for `Cc1ccccc1Nc1c(-c2ccc(Br)o2)nc2cccc(C)n12`?
14-3-3g Raf: -2.3

Results for COc1ccc(CN2COc3cc(C)c(Cl)c(C)c3C2)cc1 ?
14-3-3g Raf: 5.0

How did O=C(CCc1ccccc1)Nc1ncc2c(n1)CCCC2=O do in these assays?
14-3-3g Raf: -11.1

How did O=C(Nc1cc(C(F)(F)F)ccc1Cl)c1cc(C2CC2)on1 do in these assays?
14-3-3g Raf: 1.5

How did Cc1ccc(CCNC(=O)c2ccc3nc(-c4ccco4)c(-c4ccco4)nc3c2)cc1 do in these assays?
14-3-3g Raf: -73.7

What do the screens show for `O=C(Nc1ccc(N2CCOCC2)cc1)c1ccc([N+](=O)[O-])o1`?
14-3-3g Raf: -14.0

How did CCCC(=O)Nc1nnc(-c2cccc(OCC)c2)s1 do in these assays?
14-3-3g Raf: 1.3

What do the screens show for `COc1ccc(C(=O)Nc2cc([N+](=O)[O-])ccc2OC)c(OC)c1`?
14-3-3g Raf: 3.8

Results for CCOC(=O)c1oc2ccccc2c1NC(=O)COC ?
14-3-3g Raf: -3.9

Overlap with the part before: four compounds, then new ones.
What do the screens show for `O=C(Nc1ccc(N2CCOCC2)cc1)c1ccc([N+](=O)[O-])o1`?
14-3-3g Raf: -14.0

How did CCCC(=O)Nc1nnc(-c2cccc(OCC)c2)s1 do in these assays?
14-3-3g Raf: 1.3

What do the screens show for `COc1ccc(C(=O)Nc2cc([N+](=O)[O-])ccc2OC)c(OC)c1`?
14-3-3g Raf: 3.8

Results for CCOC(=O)c1oc2ccccc2c1NC(=O)COC ?
14-3-3g Raf: -3.9

How did CC(C)c1[nH]nc2c1C(c1cccc(OC(=O)N3CCOCC3)c1)C(C#N)=C(N)O2 (centres undefined) do in these assays?
14-3-3g Raf: -149.9

Results for COc1ccc(C2C(C(=O)OC3CCCCC3)=C(C)NC3=C2C(=O)CC(C)(C)C3)c(OC)c1 (centres undefined) ?
14-3-3g Raf: 0.1

Results for Cc1ncc([N+](=O)[O-])n1S(=O)(=O)c1ccc(Cl)cc1 ?
14-3-3g Raf: 0.5

How did COc1cccc2c1OC1(C)CC2N(C(=O)c2ccco2)C(=S)N1c1cccc(C)c1 (centres undefined) do in these assays?
14-3-3g Raf: -10.2

Results for Cc1ccc(CCNC(=O)C2CCC(=O)N2CCc2ccccc2)cc1 (centres undefined) ?
14-3-3g Raf: -8.1

How did CCCN1C(=O)c2ccccc2NC1c1cc(OC)c(OC)c(OC)c1 (centres undefined) do in these assays?
14-3-3g Raf: -2.8

How did CCOC(=O)C1=C(C)N=C2SC(C)C(=O)N2C1c1ccc(C(C)C)cc1 (centres undefined) do in these assays?
14-3-3g Raf: -14.8

Results for COC(=O)Cn1c(=NC(=O)CSCC(=O)NC2CCCCC2)sc2cc(OC)ccc21 ?
14-3-3g Raf: -3.8

Results for O=C(c1ccccc1)N1CCN(C2CC(=O)N(CCc3ccccc3)C2=O)CC1 (centres undefined) ?
14-3-3g Raf: 5.6&4.2

How did Cc1ccc([N+](=O)[O-])cc1NC(=O)c1cncc(Br)c1 do in these assays?
14-3-3g Raf: -10.5

How did O=C(Cc1ccccc1)Nc1cccc2c1C(=O)c1ccccc1C2=O do in these assays?
14-3-3g Raf: -14.2

Results for Cc1ccc(-n2nc3c(c2NC(=O)c2ccc4c(c2)OCO4)CS(=O)C3)cc1 (centres undefined) ?
14-3-3g Raf: -3.5&-0.5

How did Cc1c(C)c2cc(Cl)c(OCc3nn[nH]n3)cc2oc1=O do in these assays?
14-3-3g Raf: 5.0

How did CCc1sc(C(=O)NC2CCN(C)CC2)cc1Br do in these assays?
14-3-3g Raf: -3.8

How did O=C1CSC(c2ccc([N+](=O)[O-])cc2)N1c1ccc(Br)cn1 (centres undefined) do in these assays?
14-3-3g Raf: -11.1

How did Cc1cccc(-n2c(SCC(=O)Nc3nonc3C)nnc2-c2ccoc2C)c1 do in these assays?
14-3-3g Raf: -2.0

What do the screens show for `CC(=O)c1cc(CN2CCCCC2)cc(OC(C)C)c1`?
14-3-3g Raf: 0.5

What do the screens show for `COc1ccc(C)c2c1NC(c1ccc(C(=O)O)cc1)C1CC=CC21` (centres undefined)?
14-3-3g Raf: -147.4

What do the screens show for `O=C(CSc1nnc(C2COc3ccccc3O2)o1)N1CCCCC1` (centres undefined)?
14-3-3g Raf: -2.5

Results for c1ccc(-c2cc(N3CCOCC3)nc(-c3ccccc3)n2)cc1 ?
14-3-3g Raf: 4.3

What do the screens show for `COc1cc(OC)cc(C(=O)N2C(=S)N(c3ccccc3)C3(C)CC2c2ccccc2O3)c1` (centres undefined)?
14-3-3g Raf: 1.2

Results for Cc1cccc2cc(C(c3nnnn3C3CCCC3)N3CCOCC3)c(=O)[nH]c12 (centres undefined) ?
14-3-3g Raf: -1.7

Results for CN(C)CC(C)(C)CNc1ccc(N2C(=O)C3CC=CCC3C2=O)cc1[N+](=O)[O-] (centres undefined) ?
14-3-3g Raf: 2.8
